Screening results deposited in PubChem BioAssay by National Center for Advancing Translational Sciences (NCATS).
GLA spleen mod: inhibitors or activators of human alpha-galactosidase in spleen homogenate; actives 0.008% (n = 240,000); P06280; human spleen homogenate, 4MU-alpha-Gal fluorescence, 40 min; Potency, µM (titrated, usually from 80 µM), inactives show at the highest dose activity change, negative = inhibition, actives largely listed as inhibitors;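 note: 0% = enzyme with vehicle and -100% = no enzyme basal signal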
Target sequence (P06280 32-429 limits assumed): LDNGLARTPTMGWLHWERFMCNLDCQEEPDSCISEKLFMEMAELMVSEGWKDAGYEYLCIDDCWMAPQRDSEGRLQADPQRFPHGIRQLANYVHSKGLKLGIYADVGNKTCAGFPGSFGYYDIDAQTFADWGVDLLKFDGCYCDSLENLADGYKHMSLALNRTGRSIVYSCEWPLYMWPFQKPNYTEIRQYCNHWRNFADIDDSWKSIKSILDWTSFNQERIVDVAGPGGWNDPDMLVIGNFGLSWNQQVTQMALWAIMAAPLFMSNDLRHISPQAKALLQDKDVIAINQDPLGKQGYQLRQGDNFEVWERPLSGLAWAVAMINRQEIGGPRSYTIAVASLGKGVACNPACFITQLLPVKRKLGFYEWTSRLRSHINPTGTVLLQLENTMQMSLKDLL
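qHTS titration in buffer at pH 5.0. Alpha-galactosidase activity in spleen homogenate was measured via 4-methylumbelliferone release from 1 mM fluorogenic substrate after 40 min at 37C and a pH 10 stop. AC50 came from Hill fits of control-normalized data.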
GAA inh: blocks human lysosomal alpha-glucosidase; Potency, µM (doses to about 76.9 µM), inactives show at the highest dose activity change, negative = inhibition, hits mostly inhibitors; actives 0.005% (n = 200,000); purified human GAA, 4-MU-alpha-glucoside fluorescence; AID 1466;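 note: plate controls were uninhibited enzyme wells for no effect and no-enzyme background for full effect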
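Human alpha-glucosidase, 4 nM, pre-mixed with test compounds before 400 uM 4-methylumbelliferyl substrate; 20 min room temperature at pH 5.0. Fluorescence read after pH 10 stop; AC50 values from Hill-equation fits.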
Tau fibril ThT: tau fibrillization inhibition (ThT binding); AID 1460; P10636; Potency, µM (doses to about 57.4 µM), without a hit: top-dose activity, negative = inhibition, actives largely listed as inhibitors; actives 2.1% (n = 270,000); recombinant tau K18 P301L, heparin-induced fibrillization, ThT fluorescence; note: % is set by controls: 0 for no effect and ±100 for the full control effect; nearly all actives have a fitted effect of over 55% in size
Target sequence (P10636 561-689 P618L limits assumed): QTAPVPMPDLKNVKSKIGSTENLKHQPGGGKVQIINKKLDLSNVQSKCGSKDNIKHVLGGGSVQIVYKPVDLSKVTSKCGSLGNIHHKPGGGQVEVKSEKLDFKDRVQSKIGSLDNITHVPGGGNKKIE
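K18 P301L tau (15 uM + 0.24 uM Alexa 594-tagged), heparin 20 uM, NaOAc pH 7, 6 h 37 C; ThT 30 uM, 1 h RT, ex 450/em 510 nm.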
HTT ATP protect: protects HTT-Q103 PC12 cells, measured by ATP; actives 0.14% (n = 230,000); Potency, µM (top dose mostly 56.4 µM), for the others: cytoprotection (ATP increase), usual class: activators; PC12 HTT-Q103 induced, cytoprotection, ATP luminescence, 40 h;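 note: % of control where 0% means no effect; nearly all actives have a fitted effect of over 45% in size; toxic huntingtin expression switched on by the ecdysone agonist tebufenozide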
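Cells were plated at 1500 per well in phenol red-free DMEM with 5% equine and 5% calf serum. Tebufenozide (100 nM final) and compounds were added, then ATPlite reagent, and luminescence was read.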
GAA glycogen mod: GAA glycogen-cleavage inhibition or activation. P10253. recombinant GAA, glycogen substrate, Amplex Red glucose oxidase fluorescence. AID 2100. Potency, µM (doses to about 76.4 µM), for the others: at the top dose activity change, negative = inhibition, most hits filed as inhibitors. actives 0.38% (n = 300,000);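 note: 0% = full enzyme reaction and -100% = no-enzyme basal signal; the screen sought inhibitors and activators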
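qHTS, 1536-well; enzyme 4 nM final; cpd up to 77 uM; substrate bovine liver glycogen 30 ug; 50 mM citrate/phosphate pH 5.0, 0.01% Tween-20; 37 C, 40 min; Amplex Red detection 45 min RT; Hill fit → AC50.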
aGlu spleen mod: lysosomal alpha-glucosidase (human) modulation; P10253; human spleen homogenate, 4-MU-alpha-glucoside fluorescence; Potency, µM (series often up to 79.9 µM), for inactives: at the highest dose activity change, negative = inhibition, hits mostly inhibitors; actives 0.006% (n = 240,000); AID 2112;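 note: 0% = enzyme with vehicle and -100% = no enzyme basal signal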
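Human spleen homogenate (1 ug) incubated with compounds and 1 mM 4-methylumbelliferyl-alpha-D-glucopyranoside in pH 5.0 citrate/phosphate buffer, 37 C, 40 min. Stopped at pH 10; 4-MU fluorescence (Ex 365/Em 440 nm); AC50 by Hill fit.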
Tau FP inhib: blocks human tau fibril formation measured by polarization | Potency, µM (series often up to 57.7 µM), inactives show at the highest dose activity, negative = inhibition, hits mostly inhibitors | K18 P301L tau heparin fibrillization, Alexa594 FP, 6 h | P10636 | actives 0.39% (n = 280,000); note: % is set by controls: 0 for no effect and ±100 for the full control effect; nearly all actives have a fitted effect of over 55% in size
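Read-out: fluorescence polarization of Alexa 594-labeled tau (0.24 uM), 555 nm excitation, 632 nm emission. Mixtures held 15 uM unlabeled K18 P301L, compound and 20 uM heparin, pH 7 acetate buffer, incubated 6 hr at 37 C.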
Tau fluor counter: counter-screen for tau fibril formation inhibitors | tau K18 P301L (four-repeat tau fragment) Alexa594 fluorescence, heparin fibrillization | AID 1463 | actives 0.93% (n = 280,000) | Potency, µM (doses to about 57.7 µM), without a hit: at the top dose activity change, negative = decrease; note: % is set by controls: 0 for no effect and ±100 for the full control effect; nearly all actives have a fitted effect of over 55% in size
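Human K18 P301L tau (15 uM unlabeled plus 0.24 uM Alexa 594-labeled, final) in 100 mM sodium acetate pH 7 was mixed with compound and 20 uM heparin and incubated 6 hr at 37 C.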
* = called active by the depositor; [ ] = remark or other dose. Calls come from the whole dose curve; as a rule, active = well fitted curve in the direction sought with a large enough effect; inconclusive = small, poorly fitted or top-dose-only effect, or another doubt; inactive = no such curve, though single readings can be large; an effect the other way counts as inactive or inconclusive. Potency is the fitted concentration of half-maximal effect. Rows were taken by chance; 3.3% or so of the library scored in one or more.

N#C/C(=C\c1ccccc1)c1n[nH]c(Cn2cncn2)n1 was read as GLA spleen mod 0.8%, GAA inh -4.3%, Tau fibril ThT 5.9%, HTT ATP protect 25.1%, GAA glycogen mod -5.4%, aGlu spleen mod 0.1%, Tau FP inhib 9.7% and Tau fluor counter 7.8%.
O=C(CSc1nnc(C2CC2)n1Cc1ccco1)NCC(F)(F)F was read as GLA spleen mod -4.2%, GAA inh 4.6%, Tau fibril ThT -5.9%, HTT ATP protect 19.3%, GAA glycogen mod 3.3%, aGlu spleen mod 3.2%, Tau FP inhib 0.8% and Tau fluor counter 1.0%.
O=C(O)c1ccc(CSc2nnc(Cc3ccccc3)o2)cc1 was read as GLA spleen mod 1.5%, GAA inh 7.8%, Tau fibril ThT -17.7%, HTT ATP protect -9.3%, GAA glycogen mod 9.4%, aGlu spleen mod -4.4%, Tau FP inhib -4.5% and Tau fluor counter -4.8%.
`CN(C)S(=O)(=O)c1ccccc1C#N` gave GLA spleen mod 6.4%, GAA inh -6.6%, Tau fibril ThT 7.6%, HTT ATP protect 17.0%, GAA glycogen mod 3.0%, aGlu spleen mod -21.0%, Tau FP inhib 6.0% and Tau fluor counter 8.6%.
CC(=O)CCS(=O)(=O)c1ccc(NC(C)=O)cc1 was read as GLA spleen mod -3.5%, GAA inh -3.8%, Tau fibril ThT inconclusive, HTT ATP protect 28.9%, GAA glycogen mod -3.0%, aGlu spleen mod -3.8%, Tau FP inhib 6.7% and Tau fluor counter -4.4%.
For O=C(OCc1ccccc1)C1CCCN1C(=O)c1ccccc1[N+](=O)[O-] (stereo unspecified) the results were GLA spleen mod 3.6%, GAA inh -5.2%, Tau fibril ThT -3.0%, HTT ATP protect -5.0%, GAA glycogen mod 12.8%, aGlu spleen mod 1.4%, Tau FP inhib 1.9% and Tau fluor counter -5.0%.
Screening O=C(CSc1nn(-c2ccc(Cl)cc2)c(=S)s1)N1CCN(C(=O)c2ccco2)CC1 returned GLA spleen mod 9.2%, GAA inh -8.1%, Tau fibril ThT -3.3%, HTT ATP protect -34.7%, GAA glycogen mod -7.4%, aGlu spleen mod -5.8%, Tau FP inhib 3.4% and Tau fluor counter -8.1%.
For CCN(CC)S(=O)(=O)c1ccc(-n2cnnn2)c(C)c1 the results were GLA spleen mod 8.7%, GAA inh -10.6%, Tau fibril ThT -7.6%, HTT ATP protect -17.3%, GAA glycogen mod 10.7%, aGlu spleen mod 3.2%, Tau FP inhib 2.6% and Tau fluor counter -1.4%.
O=C(c1c[nH]c2ccccc12)C(O)C(c1ccccc1)N1CCOCC1 (stereo unspecified) was read as GLA spleen mod 0.6%, GAA inh 1.0%, Tau fibril ThT -5.8%, HTT ATP protect -0.3%, GAA glycogen mod 3.4%, aGlu spleen mod -2.4%, Tau FP inhib 1.3% and Tau fluor counter 2.0%.
CCc1ccc(S(=O)(=O)NCc2cn3ccsc3n2)s1 was read as GLA spleen mod 6.5%, GAA inh -8.3%, Tau fibril ThT 1.5%, HTT ATP protect 12.2%[1.9 µM], GAA glycogen mod 2.7%, aGlu spleen mod 2.1%, Tau FP inhib 0.3% and Tau fluor counter 2.6%.
Screening O=C(Nc1cc(Cl)ccc1O)c1cc2nc(-c3ccc4c(c3)OCO4)cc(C(F)(F)F)n2n1 returned Tau fibril ThT inconclusive, GAA glycogen mod -9.5%[76.3 µM], Tau FP inhib -3.4% and Tau fluor counter inconclusive.
Screening COc1ccc(C(=O)CSc2n[nH]c(-c3ccncc3)n2)cc1[N+](=O)[O-] returned GLA spleen mod 0.8%, GAA inh 6.1%, Tau fibril ThT -9.6%, GAA glycogen mod -0.5%, aGlu spleen mod -10.1%, Tau FP inhib 4.3% and Tau fluor counter -2.1%.
Screening O=C(CSc1ccc(Cl)cc1)Nc1cc(-c2nc3ncccc3o2)ccc1Cl returned GLA spleen mod -1.9%, GAA inh -9.1%, Tau fibril ThT -15.9%, HTT ATP protect -12.8%[10 µM], GAA glycogen mod 6.9%, aGlu spleen mod -3.6%, Tau FP inhib 3.7% and Tau fluor counter -18.8%.
For Cc1ccc(S(=O)(=O)NC2=NCCCCC2)cc1 the results were GLA spleen mod 3.9%, GAA inh -1.8%, Tau fibril ThT -2.7%, HTT ATP protect -20.7%[10 µM], GAA glycogen mod 2.2%, aGlu spleen mod -3.4%, Tau FP inhib -2.2% and Tau fluor counter 1.5%.
For CSc1nc2cc(F)c(F)cc2n1C the results were GLA spleen mod 12.2%, GAA inh -0.4%, Tau fibril ThT -8.6%, HTT ATP protect -3.9%[10 µM], GAA glycogen mod 0.2%, aGlu spleen mod -11.9%, Tau FP inhib 1.3% and Tau fluor counter 5.8%.
For CCOC(=O)CNC(=O)Nc1cccc(Cl)c1C the results were GLA spleen mod 5.1%, GAA inh -4.9%, Tau fibril ThT 3.8%, HTT ATP protect -13.7%, GAA glycogen mod -18.8%, aGlu spleen mod 4.0%, Tau FP inhib 6.6% and Tau fluor counter 3.4%.
Screening O=C(Cc1ccccc1)N1CCCC(c2nc(-c3cccs3)no2)C1 (stereo unspecified) returned GLA spleen mod -1.2%, GAA inh 1.4%, Tau fibril ThT -0.7%, HTT ATP protect -1.2%[10 µM], GAA glycogen mod 6.6%, aGlu spleen mod -9.6%, Tau FP inhib 10.3% and Tau fluor counter 2.6%.
Cc1c(N(C(=O)c2ccccn2)C2(C(=O)NC3CCCCC3)CCCCC2)c(=O)n(-c2ccccc2)n1C was read as GLA spleen mod -0.3%, GAA inh -2.5%, Tau fibril ThT -5.9%, HTT ATP protect -11.4%, GAA glycogen mod -6.8%, aGlu spleen mod 1.0%, Tau FP inhib -8.2% and Tau fluor counter -14.4%.
CC(=O)c1ccc(Sc2ccccn2)c([N+](=O)[O-])c1 was read as GLA spleen mod -12.0%, HTT ATP protect 5.8%[10 µM], GAA glycogen mod 13.6%, aGlu spleen mod -4.3%, Tau FP inhib 0.0%[0.0958 µM] and Tau fluor counter 9.4%[0.0958 µM].
`COC(=O)[C@@]1(Cc2ccccc2)[C@H]2c3cc(C(=O)N(C)C)n(CCF)c3C[C@H]2CN1C(=O)c1ccccc1` gave GLA spleen mod -4.2%, Tau fibril ThT -16.7%, HTT ATP protect -41.9%[inhibitor], aGlu spleen mod -1.9%, Tau FP inhib 5.7% and Tau fluor counter -10.4%.

The last 2 compounds of the section before lead into the next:
CC(=O)c1ccc(Sc2ccccn2)c([N+](=O)[O-])c1 was read as GLA spleen mod -12.0%, HTT ATP protect 5.8%[10 µM], GAA glycogen mod 13.6%, aGlu spleen mod -4.3%, Tau FP inhib 0.0%[0.0958 µM] and Tau fluor counter 9.4%[0.0958 µM].
`COC(=O)[C@@]1(Cc2ccccc2)[C@H]2c3cc(C(=O)N(C)C)n(CCF)c3C[C@H]2CN1C(=O)c1ccccc1` gave GLA spleen mod -4.2%, Tau fibril ThT -16.7%, HTT ATP protect -41.9%[inhibitor], aGlu spleen mod -1.9%, Tau FP inhib 5.7% and Tau fluor counter -10.4%.
Screening CCC1(C)Cc2ccccc2-c2[nH][nH]c(=O)c21 (stereo unspecified) returned GLA spleen mod -0.2%, GAA inh 1.6%, Tau fibril ThT -1.4%, HTT ATP protect -18.5%, GAA glycogen mod inconclusive, aGlu spleen mod 0.6%, Tau FP inhib 2.1% and Tau fluor counter -17.4%.
For CC(=O)c1ccc(NC(=O)C(Cc2ccccc2)NC(=O)c2ccco2)cc1 (stereo unspecified) the results were GLA spleen mod -4.6%, GAA inh -2.4%, Tau fibril ThT -10.6%, HTT ATP protect -22.7%, GAA glycogen mod 0.9%, aGlu spleen mod -10.5%, Tau FP inhib 3.4% and Tau fluor counter -11.6%.
For O=C(c1ccco1)N1CCCN(Cc2nc(-c3cccs3)no2)CC1 the results were GLA spleen mod -0.7%, GAA inh inconclusive, Tau fibril ThT 1.4%, HTT ATP protect 4.9%[10 µM], GAA glycogen mod -1.5%, aGlu spleen mod 0.3%, Tau FP inhib -6.2% and Tau fluor counter -8.8%.
For COc1cccc(OCc2nc3ccccc3n2CCOc2ccccc2)c1 the results were Tau fibril ThT -15.8%, GAA glycogen mod 2.8%[76.3 µM], Tau FP inhib -3.3% and Tau fluor counter -16.3%.
`CCCn1nnnc1NCc1ccc(F)cc1` gave GLA spleen mod -2.6%, GAA inh 3.9%, Tau fibril ThT -2.2%, HTT ATP protect -32.2%[10 µM], GAA glycogen mod -10.5%, aGlu spleen mod 5.1%, Tau FP inhib 3.5% and Tau fluor counter -6.5%.
`N#CC(C#N)=C1C=C2C=C(N3CCOCC3)CCC2CC1` (stereo unspecified) gave GLA spleen mod 0.9%, GAA inh -10.8%, Tau fibril ThT inconclusive, HTT ATP protect 7.9%[10 µM], GAA glycogen mod -2.3%, aGlu spleen mod -4.7%, Tau FP inhib 4.5% and Tau fluor counter -2.8%.
CC(=O)c1cccc(NC(=O)NCCS(C)=O)c1 (stereo unspecified) was read as GLA spleen mod 8.5%, GAA inh -3.0%, Tau fibril ThT 0.6%, HTT ATP protect -23.2%[10 µM], GAA glycogen mod -14.6%, aGlu spleen mod 5.2%, Tau FP inhib inconclusive and Tau fluor counter -1.8%.
`CCN(CC)C(=O)CSc1nc2ccc(NC(=O)CSc3nccn3C)cc2s1` gave GLA spleen mod -5.9%, GAA inh -1.7%, Tau fibril ThT inconclusive, HTT ATP protect -24.4%[10 µM], GAA glycogen mod -0.9%, aGlu spleen mod -0.3%, Tau FP inhib 1.2% and Tau fluor counter -13.9%.
CC(=O)/C(C#N)=C1\NC(=O)C(Cc2ccccc2C)S1 (stereo unspecified) was read as GLA spleen mod 3.5%, HTT ATP protect -26.4%[10 µM], GAA glycogen mod -4.5% and aGlu spleen mod -0.2%.
For Cn1c(-c2ccc3c(c2)OCO3)cnc1NCc1cccc(O)c1 the results were GLA spleen mod -1.6%, GAA inh 14.8%, Tau fibril ThT inconclusive, HTT ATP protect 34.5%[10 µM], GAA glycogen mod inconclusive, aGlu spleen mod 5.2%, Tau FP inhib -2.8% and Tau fluor counter -20.1%.
